# D1 PAM: Potentiators of Human D1 Dopamine Receptor: qHTS. HEK293 TREx D1 cells, calcium flux, dopamine EC20 potentiation. potentiation, % at 10 µM. 360,000 compounds, 0.036% hits. AID 504651, 2011; in the data active means potentiation above about 30%; further: 0% is about no effect
# Target sequence (P21728 whole entry, looked up): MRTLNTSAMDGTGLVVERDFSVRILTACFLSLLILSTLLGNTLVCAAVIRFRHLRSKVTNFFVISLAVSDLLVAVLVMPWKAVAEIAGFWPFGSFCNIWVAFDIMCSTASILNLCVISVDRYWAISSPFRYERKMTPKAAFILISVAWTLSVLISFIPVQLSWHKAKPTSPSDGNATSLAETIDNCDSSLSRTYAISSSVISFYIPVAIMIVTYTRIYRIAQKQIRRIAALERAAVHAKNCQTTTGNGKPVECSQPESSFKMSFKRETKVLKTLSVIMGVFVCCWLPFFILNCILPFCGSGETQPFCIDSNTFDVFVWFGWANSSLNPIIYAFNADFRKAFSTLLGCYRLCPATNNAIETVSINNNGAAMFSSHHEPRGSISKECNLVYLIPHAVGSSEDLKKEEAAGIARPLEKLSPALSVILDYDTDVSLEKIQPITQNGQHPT
# D1 ag: Allosteric Agonists of the Human D1 Dopamine Receptor: qHTS. 360,000 compounds, 1% hits. activation, % at 2 µM. D(1A) dopamine receptor (Homo sapiens), P21728. HEK293 T-REx D1 cells, calcium flux, agonist mode; in the data active means activation above about 30%; further: 0% is about no effect
#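 Tetracycline-induced HEK293 TREx D1 cells, force-coupled to calcium signalling, were dye-loaded with a no-wash calcium kit. Compound was pin-added after a 10 s baseline. Fluorescence was read kinetically at 1 cycle/s for 180 s, with calcium rises flagged as agonism.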
# Vif-A3G inh: qHTS for Inhibitors of Vif-A3G Interactions: qHTS; DNA dC->dU-editing enzyme APOBEC-3G (Homo sapiens), Q9HC16; HeLa A3G-eYFP + Vif (tagged APOBEC3G with the HIV-1 protein that degrades it), YFP fluorescence, overnight; Potency, µM (titrated, usually from 46.1 µM), without a hit: top-dose activity, negative = active, usual class: inhibitors; 410,000 compounds, 0.076% hits;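 further: potency means the concentration at half of the fitted maximal effect; on the % scale 0 is the no-effect control and ±100 the full control effect; nearly all actives have a fitted effect of over 60% in size; hits raise eYFP signal because A3G escapes Vif-driven loss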
# Target sequence (Q9HC16 whole entry, looked up): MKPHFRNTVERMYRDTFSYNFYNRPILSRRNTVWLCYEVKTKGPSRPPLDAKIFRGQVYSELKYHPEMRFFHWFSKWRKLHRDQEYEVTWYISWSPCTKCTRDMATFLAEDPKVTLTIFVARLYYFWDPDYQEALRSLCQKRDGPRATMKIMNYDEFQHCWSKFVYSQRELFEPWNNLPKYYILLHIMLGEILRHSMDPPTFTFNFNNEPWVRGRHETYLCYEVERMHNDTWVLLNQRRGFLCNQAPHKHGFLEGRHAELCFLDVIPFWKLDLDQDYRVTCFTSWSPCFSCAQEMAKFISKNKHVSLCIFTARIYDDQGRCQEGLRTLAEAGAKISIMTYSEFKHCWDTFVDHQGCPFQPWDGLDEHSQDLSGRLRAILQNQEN
#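 HeLa cells stably expressing Vif and C-terminally eYFP-tagged A3G, seeded overnight at 37 deg C, then exposed to compound by pintool overnight at 37 deg C. Rise in yellow fluorescence (Ex 488/Em 500-530, Acumen) marks blocked Vif-driven A3G degradation.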
# Vif-A3F inh: qHTS for Inhibitors of Vif-A3F Interactions: qHTS | HeLa A3F-eYFP + Vif (tagged APOBEC3F with the HIV-1 protein that degrades it), YFP fluorescence increase | 390,000 compounds, 0.2% hits | Potency, µM (doses to about 46.1 µM), without a hit: at the highest dose activity, negative = active; further: potency means the concentration at half of the fitted maximal effect; % of control where 0% means no effect; nearly all actives have a fitted effect of over 65% in size
#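 HeLa cells stably expressing Vif plus C-terminally eYFP-tagged A3F were seeded, incubated overnight at 37 deg C, dosed with compound, incubated overnight again at 37 deg C. Yellow fluorescence (Ex 488/Em 500-530) reported blocked Vif-mediated A3F-eYFP degradation.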
# LDHA block: qHTS assay for inhibitors of human lactate dehydrogenase | L-lactate dehydrogenase A chain (Homo sapiens), P00338 | 480,000 compounds, 0.15% hits | activity change, % (values are at about 110 or 230 µM) | purified LDHA, NADH/diaphorase-resazurin fluorescence; active compounds read low; in the data active means activity change below about -30%; inconclusive means mostly about -25% to -30%;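 further: plate controls were DMSO wells for no effect and wells without enzyme for full effect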
#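 LDH5 2 nM; NADH 0.06 mM, pyruvate 0.2 mM; 200 mM Tris pH 7.4, EDTA, Tween-20; 5 min RT. Detection: diaphorase 0.133 mg/mL + resazurin 37 µM, fluorescence ex540/em590 at 0 and 20 min; normalized to enzyme-free and DMSO wells.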
# D2 potentiator: HTS Assay for Positive Allosteric Modulators of the Human D2 Dopamine Receptor: Primary Screen for Potentiators. HEK293 T-REx D2, calcium flux, EC20 dopamine potentiation. potentiation, % at 10 µM. 340,000 compounds, 0.34% hits. AID 485347, 2010;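 active means potentiation over 3 SD above the plate norm, cut at about 30% in these data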; further: 0% is about no effect
#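 Calcium flux readout, no-wash dye, 1 read/s. Inducible HEK293 Trex D2 line, overnight 30 C. Compound alone 180 s (agonist flags), then EC20 dopamine, another 180 s to score potentiation.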
# Glioma ERSR ind: qHTS for Inducers of the Endoplasmic Reticulum Stress Response (ERSR) in Human Glioma: qHTS; 420,000 compounds, 0.02% hits; AID 602332, 2012; Potency, µM, inactives show at the highest dose activation, actives largely listed as activators; U87-MG GRP78 promoter luciferase reporter, 16 h; further: potency means the concentration at half of the fitted maximal effect; series mostly up to about 76 µM; % of control where 0% means no effect; nearly all actives have a fitted effect of over 35% in size
#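 Stably transfected U87-MG glioma cells carrying a GRP78-based luciferase sensor; 16 h compound incubation. Luminescence end-point read 10 min after Bright-Glo addition at room temperature.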
# RXFP1 agonist: qHTS Assay for Agonists of the Relaxin Receptor RXFP1; Relaxin receptor 1 (Homo sapiens), Q9HBX9; HEK293T-RXFP1 cAMP TR-FRET, 30 min; response scale: percent of porcine relaxin response, buffer zero; Potency, µM (top dose mostly 57.5 µM), without a hit: at the highest dose activation, most hits filed as activators; 370,000 compounds, 0.3% hits; AID 2676, 2010; further: potency means the concentration at half of the fitted maximal effect; on the % scale 0 is the no-effect control and ±100 the full control effect; nearly all actives have a fitted effect of over 60% in size; many of its hits are not listed in these tables
#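 HEK293 cells stably expressing RXFP1, treated 30 min at 37C with compounds plus PDE4 inhibitor Ro 20174; cAMP measured by HTRF TR-FRET. Normalized to buffer and 29 nM porcine relaxin; EC50 by Hill fit.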
# D1 antagonist: Antagonist of Human D 1 Dopamine Receptor: qHTS; D(1A) dopamine receptor (Homo sapiens), P21728; HEK293 TREx D1 cells, calcium flux, dopamine EC80; active compounds read low; activity change, negative = inhibition, % at 10 µM; 360,000 compounds, 3.2% hits; AID 504652, 2011; in the data active means activity change below about -30%; further: on the % scale 0 is the no-effect control and ±100 the full control effect
#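 Compound effects on dopamine-evoked calcium signalling were measured in tetracycline-induced HEK293 Trex D1 cells. Dopamine at EC80 followed a 180 s compound pre-read, and fluorescence was tracked kinetically for 180 s more.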
# Starred values were filed as active, the others as inactive; ? = inconclusive; / = no result given; & = joins results of further samples. Unless noted, the call rests on the fitted dose curve; in most records, active means well fitted curve in the direction sought with a large enough effect; inconclusive means small, poorly fitted or top-dose-only effect, or another doubt; inactive means no such curve, though single readings can be large; an effect the other way counts as inactive or inconclusive. Only part of the results is shown (hit frequency here may not be typical).
SMILES,D1 PAM,D1 ag,Vif-A3G inh,Vif-A3F inh,LDHA block,D2 potentiator,Glioma ERSR ind,RXFP1 agonist,D1 antagonist
CCCCCN(C(=O)CCC(=O)OCC(=O)Nc1cccc(SC)c1)c1c(N)n(CCCC)c(=O)[nH]c1=O,-11,6,-1%,-1%,-7,-12,-1%,2.6%,1
Cc1ccc(C)c(S(=O)(=O)NCc2ccc(C(=O)N3CCN(C)CC3)cc2)c1,-4,4,1%,-1%,3,26,-5%,0.0%,-32*
Cc1ccnc(NC(=O)c2ccc(Br)s2)c1,1,3,-8%,-2%,-2,-1,-1%,7.0%,-6
Nc1c(-c2ccccc2)c(CSc2nc3ccccc3[nH]2)nn1-c1ccc(Cl)cc1,-3,3,0%,1%,-8,-2,1%,0.4%,-18
Cc1ccc2c(c1)/C(=C/c1ccco1)C(=O)N2,-4,-1,11%,2%,4,5,-5%,-2.7%,-3
CCOc1ccccc1C(=O)NCC(=O)NCC(c1ccc(OC)cc1)N1CCOCC1 (stereo not given),3,1,3%,-17%,-6,-3,-4%,0.6%,7
O=C(C[C@H]1C/C=C\CC[C@H](Cc2ccc(F)cc2)C(=O)OCCNC1=O)NCCO,/,/,1%,-1%,-5,/,-5%,/,/
CCCCC(=O)Nc1cccc(NC(=O)c2ccc3c(c2)OCO3)c1,-5,3,-13%,-4%,-11,-4,1%,-0.2%,-9
Cc1c(-c2cccc(NC(=O)Nc3ccc(Cl)cc3)c2)nc2ncccn12,-5,3,-3%,1%,-1,-10,-1%,11%,-18
COc1ccc(CCNC(=O)CC2Nc3ccccc3NC2=O)cc1 (stereo not given),-5,3,-1%,1%,0,-8,-2%,-0.4%,-1
CCOC(=O)N1CCN(CCC(=O)Nc2ccc(F)c(F)c2)CC1,-2,7,-4%,5%,1,-5,4%,1.8%,-11
Cc1ccccc1-c1nc(SCc2cccnc2)c2c(=O)n(C)c(=O)n(C)c2n1,-7,4,1%,3%,-4,13,-5%,3.2%,11
N#Cc1ccc(/C=N/NC(=O)c2ccccc2F)cc1,-4,2,2%,-18%,-4,11,0%,0.4%,0
COc1ccc(NC(=O)CN(C)CC(=O)N2CCCCCC2)cc1,1,2,1%,7%,-2,14,0%,0.0%,-4
Cc1ccc2c(=O)c(C(=O)c3ccc(Cl)cc3)cn(CC(=O)NC3CCCCC3)c2n1,-1,2,0%,6%,1,2,-3%,?,-2
O=S(=O)(CCN1CCOCC1)c1ccc(OC(F)(F)F)cc1,-1,3,-7%,-26%,-3,0,-3%,0.0%,-2
Cc1ccc(COC(=O)c2[nH]c3c(c2C)C(=O)CC(c2ccc(N(C)C)cc2)C3)cc1 (stereo not given),4,3,2%,-10%,2,9,-3%,5.1%,6
COc1ccc([C@@H]2CC=C(C(=O)O)[C@H](c3ccccc3F)N2S(=O)(=O)c2ccc(C)cc2)cc1OC,0,1,2%,2%,-9,-3,-5%,-0.5%,0
COc1ccc(C(C)C)cc1S(=O)(=O)N1CC(C)OC(C)C1 (stereo not given),-6,0,4%,5%,-3,10,-3%,2.7%,6
CC(=O)N[C@@H](Cc1c[nH]c2ccccc12)C(=O)OCC(=O)Nc1ccc(S(=O)(=O)N(C)C)cc1,3,3,-3%,-1%,-1,-1,-4%,-0.1%,2
CC(C)COc1ccc(C(=O)Nc2scc(-c3ccc(Br)cc3)c2C(=O)OC(C)C)cc1,-2,0,1%,-2%,2,-15,-3%,12%,19
O=S(=O)(Nc1nc(-c2ccccc2)cs1)c1cccc(C(F)(F)F)c1,-7,8,0%,3%,-19,4,-1%,0.9%,-14
O=C(N/N=C/c1ccco1)c1ccn[nH]1,-7,5,4%,13%,-1,10,-1%,0.0%,-5
COc1ccc(CNC(=O)CCC(=O)N2CCSc3ccccc32)cc1,-4,3,1%,7%,1,-7,0%,1.4%,11
Cc1ccc(C(C(=O)NC2CCCCC2)N(C(=O)c2csnn2)C2CCCC2)o1 (stereo not given),-3,4,-4%,-6%,-12,6,-2%,0.2%,-16
Cc1ccccc1C(=O)N1CCC(C(=O)Nc2ccc(C(C)C)cc2)CC1,1,3,4%,3%,0,3,-2%,2.9%,-3
FC(F)(F)c1cccc(CNC2CCN(Cc3ccccc3)CC2)c1,-7,11,4%,-6%,-3,-11,-6%,0.9%,-8
O=C(O)C1CCC(C(=O)O)O1 (stereo not given),/,/,4%,3%,-13,/,-3%,/,/
NC(=O)CCn1c2ccccc2c2ccccc21,-9,3,-1%,-5%,-3,2,-5%,0.6%,6
CCOc1ccc(NC(=O)c2cc3c(s2)-c2ccccc2OC3)cc1,-5,0,3%,1%,4,-23,-3%,3.0%,1
COc1ccc(CN2Cc3cccc4c3[C@@H](CC2=O)[C@H](O)[C@H](O)C4)cc1,0,2,0%&-2%,3%,0,-4,-5%&0%,0.5%,-2
CC(=O)Nc1ccc(S(=O)(=O)NCCCN2CCN(Cc3ccccc3)CC2)cc1Cl,-7,2,2%,13%,0,-26,-5%,-0.3%,1
COc1ccccc1-c1sc2cc3c(cc2c1C#CCO)OCO3,-2,0,-16%,-6%,2,-7,2%,-0.2%,/
Cc1cc(C(=O)CSc2nnc(-c3ccc(F)cc3)o2)c(C)n1CC1CCCO1 (stereo not given),2,6,-1%,-7%,2,-9,-2%,2.8%,-29
CC(C(=O)Nc1nc(-c2ccc(F)cc2)cs1)N1C(=O)C2CC=CCC2C1=O (stereo not given),-2,4,-1%,1%,-2,6,-2%,0.4%,-10
O=Cc1cccc2ccc3cccc(C(=O)O)c3c12,/,/,-8%,-3%,4,/,-1%,/,/
CN(CCC#N)S(=O)(=O)c1ccc2c(c1)c(=O)n(C)c(=O)n2C,8,1,2%,0%,-7,/,-3%,20%,-1
Cc1cccc[n+]1CC(=O)/C=C1\N(C)c2ccccc2C1(C)C,0,6,0%,3%,1,1,-2%,0.7%,-1
CC(=O)Nc1ccc(S(=O)(=O)NNC(=O)C2CCCCC2)cc1,-2,7,4%,3%,-9,/,-4%,-0.7%,9
CC(C)(C#CC(O)(c1ccccc1)c1ccccc1)N1CCCC1,-4,7,0%,-1%,-11,-5,-4%,-1.3%,-71*

# Ordered by the number under D1 antagonist (rising): some entries from above
mol,D1 antagonist
Cc1ccccc1C(=O)N1CCC(C(=O)Nc2ccc(C(C)C)cc2)CC1,-3
Cc1cccc[n+]1CC(=O)/C=C1\N(C)c2ccccc2C1(C)C,-1
CC(=O)Nc1ccc(S(=O)(=O)NNC(=O)C2CCCCC2)cc1,9

# (next part)
SMILES,D1 PAM,D1 ag,Vif-A3G inh,Vif-A3F inh,LDHA block,D2 potentiator,Glioma ERSR ind,RXFP1 agonist,D1 antagonist
CC(C)(C)c1ccc(-c2ncccc2O)cc1,-2,8,-7%,-1%,-5,-6,6%,-0.2%,13
C=CCNCC#CCOc1ccc(OC)cc1,-2,0,0%,2%,-7,-13,-5%,0.1%,-9
CCCOc1ccccc1NC(=O)/C=C/c1ccc(OC)c(S(=O)(=O)N2CCOCC2)c1,/,/,-2%,-6%,-5,/,-3%,/,/
CC(=NC1CC1)c1c(-c2ccccc2)[nH]n(-c2nc3ccccc3s2)c1=O,-4,1,-7%,-10%,3,-3,3%,-0.3%,0
Cn1cccc1C(=O)OCC(=O)N1CCc2ccccc21,/,/,2%,-2%,-1,/,0%,/,/
Cn1cnnc1SCC(=O)Nc1ccc(OC(F)F)cc1,3,2,2%,2%,-1,/,-3%,1.2%,10
COc1cc(S(=O)(=O)N2CCN(C)CC2)c(OC)cc1Br,1,0,4%,-1%,-3,/,-3%,-3.3%,17
C[C@H](O)[C@@H]1CN2CCc3c([nH]c4ccccc34)[C@@H]2C[C@@H]1N(C)C(=O)Nc1ccccc1,/,/,-7%,-2%,-6,/,1%,/,/
COc1ccc(Cn2c(C(=O)O)c(CNC3CCCC3)c3ccc(OC)cc32)cc1,-5,0,1%,-2%,-1,-8,-3%,0.3%,-2
CCCn1nnc(NC(=O)c2ccc(-c3ccccc3)cc2)n1,3,6,0%,-11%,-7,13,4%,2.5%,-4
Brc1ccc(/C=N/Nc2nc3ccccc3o2)cc1,8,1,2%,-24%,-1,-9,6%,0.0%,3
CCOc1ccc(NC(=O)CN2C(=O)NC3(CCCC3)C2=O)cc1S(=O)(=O)N1CCCCC1,-2,1,-3%,-3%,-3,5,-2%,-0.9%,3
COc1ccc(C(=O)CCS(=O)(=O)c2ccc(F)cc2)cc1OC,-11,-1,/,/,/,-1,/,5.4%,-14
COc1cc(Cl)c(C)cc1NC(=O)CN1CCCCCC1,-5,0,-1%,-20%,0,-2,-1%,-2.5%,5
Cc1ccc(-n2c(Cc3cccn3C)nnc2SCC(=O)NC2CCCCC2)cc1,-5,0,-2%,-3%,-3,-3,-1%,2.0%,-14
O=C(O)CCc1ccc(-c2ccc(Cl)cc2)n1Cc1ccco1,-2,2,0%,-3%,-6,7,0%,1.4%,11
Nc1ccc(CN2CCCCCC2)cc1,-1,2,2%,-17%,2,11,0%,-0.5%,11
CC(C)(C)NS(=O)(=O)c1ccc(NC(=O)C2CCCO2)cc1 (stereo not given),-7,6,-4%,0%,0,5,-2%,2.9%,8
O=C(NCC(=O)N1CCCCCCC1)c1ccccc1Br,-2,3,0%,-9%,-7,12,4%,1.4%,-7
Cn1c(=O)cc(OCCCC(=O)Nc2ccccn2)c2ccccc21,-5,1,0%,-2%,-2,11,0%,2.0%,29
